ATG4B inh = ATG4B protease inhibitors, primary screen, biochemical, fluorescence, uHTS; Cysteine protease ATG4B (Homo sapiens), Q9Y4P1; ATG4B cleavage of LC3-PLA2, NBD-HPC fluorescence, 1 h; inhibition, % at 8.33 µM; actives 0.51% (n = 340,000); AID 504462, 2011; in the data active = inhibition above about 40%
Target sequence (Q9Y4P1 whole entry, looked up): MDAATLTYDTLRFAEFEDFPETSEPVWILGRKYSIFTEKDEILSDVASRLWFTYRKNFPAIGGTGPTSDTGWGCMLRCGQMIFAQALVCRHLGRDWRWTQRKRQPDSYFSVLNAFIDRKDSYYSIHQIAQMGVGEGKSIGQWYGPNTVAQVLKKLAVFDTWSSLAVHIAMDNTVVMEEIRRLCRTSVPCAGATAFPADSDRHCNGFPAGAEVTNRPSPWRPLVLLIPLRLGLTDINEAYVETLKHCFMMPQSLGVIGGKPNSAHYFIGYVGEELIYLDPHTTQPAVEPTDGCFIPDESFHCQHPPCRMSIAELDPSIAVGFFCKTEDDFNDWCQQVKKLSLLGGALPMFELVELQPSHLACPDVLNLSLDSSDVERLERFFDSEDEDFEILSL
mIAP block = inhibitors of mouse IAP, primary screen, biochemical, luminescence, uHTS. intestinal alkaline phosphatase [Mus musculus]. purified mouse IAP, CDP-Star luminescence, 30 min. inhibition, % at 10 µM. actives 0.2% (n = 330,000);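 active = inhibition of at least 40% at 10 µM in the primary screen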;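 note: plate controls were DMSO with enzyme for no effect and no enzyme wells for full effect; values of inactives mirror those of a sister screen read the other way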
hIAP act = human IAP activators, primary screen, biochemical, luminescence, uHTS; purified human IAP, CDP-Star luminescence, 30 min; hits give high values; 1 = vehicle-only enzyme, 0 = enzyme-free background; activation factor at 10 µM; actives 0.16% (n = 330,000); AID 2524, 2010;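 active = activation factor of the enzyme at least 2-fold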; note: the source names both 10 and 20 µM as test concentration; values of inactives mirror those of a sister screen read the other way
Target sequence (P09923 whole entry, looked up): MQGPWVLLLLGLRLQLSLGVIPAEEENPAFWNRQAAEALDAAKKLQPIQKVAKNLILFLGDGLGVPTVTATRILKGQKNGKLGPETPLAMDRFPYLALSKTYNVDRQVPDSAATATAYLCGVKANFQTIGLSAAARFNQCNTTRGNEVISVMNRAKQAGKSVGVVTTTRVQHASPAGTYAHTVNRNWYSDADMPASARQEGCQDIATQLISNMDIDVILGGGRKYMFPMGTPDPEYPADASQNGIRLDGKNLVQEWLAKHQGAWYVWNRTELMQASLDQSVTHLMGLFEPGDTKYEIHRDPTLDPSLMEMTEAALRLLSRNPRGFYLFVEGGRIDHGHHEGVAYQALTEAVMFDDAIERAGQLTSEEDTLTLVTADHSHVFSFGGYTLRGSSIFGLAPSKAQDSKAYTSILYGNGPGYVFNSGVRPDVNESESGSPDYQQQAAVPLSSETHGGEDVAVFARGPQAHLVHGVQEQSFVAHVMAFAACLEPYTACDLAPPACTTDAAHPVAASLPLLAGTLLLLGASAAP
hIAP block = human IAP inhibitors, primary screen, biochemical, luminescence, uHTS; Intestinal-type alkaline phosphatase (Homo sapiens), P09923; purified IAP, CDP-Star luminescence, 30 min; inhibition, % at 10 µM; actives 0.12% (n = 330,000);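 active = inhibition reaching a set limit with compound at 10 µM in the primary screen, cut at about 35% in these data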;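 note: plate controls were DMSO wells with enzyme for no effect and no-enzyme buffer wells for full effect; values of inactives mirror those of a sister screen read the other way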
APOBEC3A inh = APOBEC3A ssDNA deaminase inhibitors, primary screen, selectivity assay for APOBEC3G inhibitor project, biochemical, FAM/TAMRA oligo cleavage fluorescence | recombinant A3A, FAM/TAMRA ssDNA deamination fluorescence | inhibition, % at 20 µM | actives 0.41% (n = 330,000) | AID 493011, 2011;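 active = at least 40% inhibition at 20 µM here, with at most 30% in a related deaminase screen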;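 note: plate controls were A3A with DMSO for no effect and wells lacking A3A enzyme for full effect; some results filed as inactive read as strong as hits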
HKDC1 inhibitor = HKDC1 hexokinase inhibitors, primary screen, biochemical, fluorescence, uHTS | Q2TB90 | recombinant HKDC1, G6PDH/diaphorase resazurin coupled fluorescence | inhibition, % at 20 µM | actives 0.16% (n = 340,000);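 active = inhibition above about 35% when tested at 20 µM, limit read from the data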;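 note: plate controls were DMSO wells with enzyme for no effect and DMSO wells lacking enzyme for full effect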
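Material – in-house recombinant HK5 (HKDC1) enzyme · Quantity – HKDC1 at 5 µg/mL · Buffer or medium – pH 8.0 Tris buffer with 10 mM MgCl2 · Reagent – glucose with 1 mM ATP · Dosing – single 20 µM dose · Times – reaction time 90 min, room temperature, protected from light · Technique – resorufin fluorescence at 613 nm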
PfGluPho inh = PfG6PD enzyme inhibitors, primary screen, biochemical, fluorescence intensity, uHTS | PfGluPho enzyme, NADPH resazurin-diaphorase fluorescence | actives 0.78% (n = 350,000) | inhibition, % at 20 µM;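 active = inhibition reaching at least a set limit at 20 µM in the primary screen, cut at about 59% in these data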;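 note: 0% = DMSO wells with substrate and 100% = DMSO wells lacking glucose-6-phosphate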
mIAP activ = activators of mouse IAP, primary screen, biochemical, luminescence, uHTS; intestinal alkaline phosphatase [Mus musculus]; muIAP, CDP-Star luminescence, 30 min; hits give high values; 1 = vehicle-only enzyme signal, 0 = enzyme-free wells; activation factor at 10 µM; actives 0.24% (n = 330,000); AID 2805, 2010;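 active = activation factor of at least 2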; note: the source names both 10 and 20 µM as test concentration; values of inactives mirror those of a sister screen read the other way
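also added = chemiluminescent substrate CDP-Star | test system = mouse IAP enzyme | signal = chemiluminescence readout | compound = DMSO-dissolved test compounds | incubation = 30 min at room temperature | benchmarks = DMSO wells, no-enzyme wells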
* = called active by the depositor. Random draw from the library; about 2.4% have a hit in one of these screens.

The first 2 entries as a preview:
SMILES	ATG4B inh	mIAP block	hIAP act	hIAP block	APOBEC3A inh	HKDC1 inhibitor	PfGluPho inh	mIAP activ
CCC(C)Sc1cccc(-c2nc3cnccn3c2NC2CCCCC2)c1 (stereo not given)	3.9	-16.1	1.1	-10.3	0.6	-0.1	25.8	1.16
CN(CC(=O)Nc1ccc(Cl)c(Cl)c1)C1CCCCC1	11.3	-4.0	1.16	-16.3	-6.4	5.6	-8.4	1.04

This part in full, previewed entries included:
SMILES	ATG4B inh	mIAP block	hIAP act	hIAP block	APOBEC3A inh	HKDC1 inhibitor	PfGluPho inh	mIAP activ
CCC(C)Sc1cccc(-c2nc3cnccn3c2NC2CCCCC2)c1 (stereo not given)	3.9	-16.1	1.1	-10.3	0.6	-0.1	25.8	1.16
CN(CC(=O)Nc1ccc(Cl)c(Cl)c1)C1CCCCC1	11.3	-4.0	1.16	-16.3	-6.4	5.6	-8.4	1.04
O=S1(=O)N=C2CCCN2C(c2ccc(F)cc2)N1 (stereo not given)	7.1	-0.6	1.15	-15.0	-0.9	-6.6	-3.5	1.01
CCOc1cccc2sc(=NC(=O)CCS(=O)(=O)c3ccccc3)n(CC)c12	-2.1	1.1	1.23	-23.4	2.5	-1.2	14.6	0.989
Cc1cc(F)ccc1S(=O)(=O)N1CCCOC1CNC(=O)C(=O)NCc1ccc2c(c1)OCO2 (stereo not given)	-0.8	0.0	1.09	-8.9	-1.7	-5.5	-6.7	1
O=C(O)C(Oc1ccc2c(c1)oc(=O)c1ccccc12)c1ccccc1 (stereo not given)	-5.1	1.4	0.984	1.6	2.9	2.6	13.1	0.986
CCC(CC)NC(=O)c1oc2ccccc2c1COc1ccccc1	7.4	-7.9	1.01	-1.5	-2.1	-1.8	4.1	1.08
CCOC(=O)c1c(N)sn(-c2ccccc2)c1=S	-3.3	-0.5	1.17	-17.3	0.8	-0.3	7.4	1
CCOc1ccc(NC(=O)CN2C(=O)C3CCCN3C2=O)cc1 (stereo not given)	-4.5	11.2	0.95	5.0	-5.1	3.8	-15.4	0.888
O=C(CSc1nc2ccccc2nc1N1CCOCC1)N1CCN(c2ccccc2)CC1	-3.2	3.9	0.948	5.2	-4.7	0.3	3.5	0.961
Cc1cc(NS(=O)(=O)c2ccc(NC(=O)CSc3nc4sc(C(=O)O)c(C)c4c(=O)[nH]3)cc2)no1	6.5	-7.0	0.909	9.1	5.9	-1.0	-38.3	1.07
CCCCn1c(=O)nc2n(-c3ccccc3C)c3ccccc3cc-2c1=O	-1.9	4.5	1.05	-5.5	1.1	-4.6	-0.6	0.955
CC(C)CCNC(=O)C1CCN(C(=O)N(C)C)CC1	2.3	-4.9	0.534	46.6*	-2.3	-1.4	-10.8	1.05
N#C/C(=C\c1ccc(O)c(O)c1)S(=O)(=O)c1ccccc1	4.8	32.0	0.967	3.4	1.5	1.3	-70.0	0.68
CC1Cc2ccccc2N1C(=O)C1CCCN(S(=O)(=O)c2cccc3nsnc23)C1 (stereo not given)	-5.3	9.3	0.979	2.1	-2.5	4.9	19.9	0.907
CCCC(=O)Nc1cccc(NC(=O)c2ccc3c(c2)OCCO3)c1	-6.3	-7.0	0.946	5.4	1.4	-5.6	11.2	1.07
COc1ccc2c(c1OC)C(=O)N(c1ccccn1)C2	-11.3	2.5	1.01	-1.4	5.0	-7.2	-0.3	0.975
Cc1cccc(C(=O)NCC(=O)NCC2COc3ccccc3O2)c1 (stereo not given)	-3.5	-2.4	1.08	-8.0	-3.8	-3.9	7.4	1.02
CS(=O)(=O)N(CC(=O)Nc1ccc(F)cc1F)c1cccc([N+](=O)[O-])c1	1.9	0.0	0.915	8.5	0.9	-2.4	-4.7	1
CCOC(=O)C(NC(=O)c1ccccc1)(OCC1(CC)COC1)C(F)(F)F (stereo not given)	-7.1	-2.5	0.787	21.3	1.9	-2.7	-9.3	1.02
C/C(=N\Nc1nc(-c2ccc(C)cc2C)cs1)c1cc2ccccc2oc1=O	-3.9	13.2	0.907	9.3	-2.9	-2.7	17.2	0.868
CCOc1ccc(CCNC(=O)CCc2nc3ccccc3[nH]2)cc1OCC	-7.9	-3.5	0.959	4.1	1.0	-2.6	-8.3	1.03
CCOc1ccc(-c2nc(CN(Cc3ccccc3)C[C@@H]3CCC(=O)N3)c(C)o2)cc1	5.6	-3.8	0.948	5.2	-1.0	-5.5	19.0	1.04
C#CC[N+](C)(C)C(C#Cc1ccccc1)CC=C (stereo not given)	8.0	1.0	0.988	1.2	-2.5	-6.2	0.8	0.99
Cc1ccsc1S(=O)(=O)N1CCCC(CCC(=O)NCc2ccccc2F)C1 (stereo not given)	3.4	-5.4	1.11	-10.7	-1.5	-3.0	-2.2	1.05
COc1ccc(-n2c(C)c(C(C)=O)c(C(C)=O)c2C)cc1OC	3.9	-4.2	1.08	-8.4	-0.6	3.7	13.0	1.04
Cc1ccc(-n2ncc3c2CC(C)(C)CC3NC(=O)C2CCOCC2)cc1 (stereo not given)	23.6	-2.2	1.31	-30.7	1.7	-3.2	-1.1	1.02
COC(Cc1n[nH]c(=S)n1-c1ccc(Cl)cc1)OC	2.4	3.6	0.985	1.5	-1.8	8.2	25.3	0.964
O=C(COC(=O)c1ccc(F)c([N+](=O)[O-])c1)NC(=O)NCc1ccccc1	-10.4	-3.3	1.03	-2.7	0.5	19.0	6.5	1.03
CSc1ccccc1NC(=O)CN(C)C(=O)/C=C/c1ccccc1	-3.9	6.3	0.916	8.4	3.4	-3.8	2.2	0.937
O=C(CSc1nc2c(c(=O)n1-c1ccc(Cl)cc1)SCC2)N1CCCC1	-5.8	7.4	1.06	-6.0	-0.2	-10.2	8.9	0.926
CCOc1ccc(-c2cc(C(=O)O)c3ccccc3n2)c(OCC)c1	17.6	2.7	1.06	-6.3	1.5	8.9	-17.1	0.973
CCOC(=O)N1CCN(C(=O)c2ccc(Cn3c(=S)[nH]c4cc(OCC)c(OCC)cc4c3=O)cc2)CC1	-4.4	7.4	1.14	-13.5	-3.4	0.2	25.2	0.926
COc1ccc(N2CC(NC(=O)NCC(C)C)CC2=O)cc1 (stereo not given)	-0.1	-0.4	0.951	4.9	-1.4	-0.3	-0.8	1
C[C@@H](NC(=O)c1nc[nH]c1C(=O)NCC(=O)OCc1ccccc1)c1ccccc1	-7.4	8.9	1.42	-42.2	-2.9	-0.7	15.1	0.911
Cc1cc(Cn2nc(-c3ccccc3C)cc2C(=O)O)on1	-7.9	2.6	0.889	11.1	-2.6	-6.6	-2.6	0.974
Cc1ccc(CNC(=O)CNC(=O)c2ccc(C(C)(C)C)cc2)n1C	-5.8	6.2	0.956	4.4	-1.2	-0.5	0.8	0.938
CC(C)(C)c1ccc(Cn2cnc(-c3ccc([N+](=O)[O-])cc3)c2)cc1	-6.1	7.8	0.956	4.4	2.7	-1.8	25.2	0.922
O=C(O)c1ccc2c(c1Nc1ccccc1)C(=O)c1ccccc1C2=O	11.4	-3.5	1.04	-4.2	-0.8	8.5	1.9	1.03
C[C@@H]1C=C(C(=O)N2CCN(Cc3ccccc3)CC2)O[C@H](OCc2ccc(CO)cc2)C1	-6.2	2.9	1.04	-3.6	1.0	-0.3	-15.5	0.971
O=C(c1ccccc1)N1CCN(Cc2ccccc2Br)CC1	6.3	-11.6	0.671	32.8	1.9	-1.6	-14.6	1.12
COC(=O)C1=NNC2(c3ccc(C)cc3)C(=O)N(c3ccc(C)cc3)C(=O)C12 (stereo not given)	0.3	-10.0	1.02	-1.8	1.2	-2.4	-3.3	1.1
COCCN1CCN(C(=O)c2ccc3nc(Cc4ccc(OC)c(OC)c4)oc3c2)CC1	8.1	-3.3	1.01	-0.6	-0.1	-5.8	-14.2	1.03
CC(=O)c1c(C(C)=O)c(C)n(-c2cccc([N+](=O)[O-])c2)c1C	1.9	4.8	0.873	12.7	0.3	-1.0	-20.8	0.952
COc1ccc(-c2cc(C(=O)Nc3c(C)nn(Cc4ccccc4Cl)c3C)no2)cc1OC	30.1	6.8	0.995	0.5	0.3	-7.7	-3.7	0.932
CC(C)CC(=O)Nc1nnc(S(=O)(=O)N(C)c2ccc(Cl)cc2)s1	-5.3	1.3	0.968	3.2	-4.3	-1.6	-15.1	0.987
Cc1ccc(S(=O)(=O)N(C)C)cc1NC(=S)Nc1ccc2cn[nH]c2c1	-9.4	15.3	1.1	-10.5	4.7	7.5	11.5	0.847
CCOc1ccc(C(=O)NCCN2CCOCC2)cc1	0.8	6.0	1.03	-2.7	-1.5	-1.5	-1.3	0.94
O=C(c1cnc2sccn2c1=O)N1CCCc2ccccc21	-2.6	-1.1	0.947	5.3	-2.0	-1.5	1.9	1.01
COc1cccc(C2=CC(=O)C[C@H](c3ccc4c(c3)OCO4)C2)c1	-1.3	1.7	0.924	7.6	0.9	1.5	15.4	0.983

Part of the list above with just HKDC1 inhibitor and mIAP activ:
compound	HKDC1 inhibitor	mIAP activ
O=C(c1ccccc1)N1CCN(Cc2ccccc2Br)CC1	-1.6	1.12
COC(=O)C1=NNC2(c3ccc(C)cc3)C(=O)N(c3ccc(C)cc3)C(=O)C12 (stereo not given)	-2.4	1.1
COCCN1CCN(C(=O)c2ccc3nc(Cc4ccc(OC)c(OC)c4)oc3c2)CC1	-5.8	1.03
CC(=O)c1c(C(C)=O)c(C)n(-c2cccc([N+](=O)[O-])c2)c1C	-1.0	0.952
COc1ccc(-c2cc(C(=O)Nc3c(C)nn(Cc4ccccc4Cl)c3C)no2)cc1OC	-7.7	0.932

More structures.
SMILES	ATG4B inh	mIAP block	hIAP act	hIAP block	APOBEC3A inh	HKDC1 inhibitor	PfGluPho inh	mIAP activ
CCOC(=O)N1CCN(C(=O)C2c3cc(OC)c(OC)cc3C(=O)N3CCc4ccccc4C23)CC1 (stereo not given)	-5.0	-3.1	1.03	-3.3	-3.9	-5.1	-10.4	1.03
O=S1(=O)N=CN(Cc2cccc(F)c2)c2ccccc21	1.8	2.2	1.03	-3.2	-1.1	-5.3	16.1	0.978
O=C(Cn1nc(Cl)nc1Cl)Nc1ccccc1	-8.8	-1.5	0.942	5.8	1.2	-2.2	10.3	1.01
COc1ccc(/C=C/C(=O)O)cc1S(=O)(=O)NCc1ccccc1	-4.2	-13.1	1.09	-8.9	5.7	-10.5	-2.8	1.13
Cn1c(NC(=O)C2CC2)cc(=O)n(C)c1=O	-4.1	4.0	0.998	0.2	-2.7	-2.8	-5.5	0.96
CCC(=O)N1CCc2cc(OC)c(OC)cc2C1COc1ccc(C(=O)OC)cc1 (stereo not given)	-8.6	-8.6	1.02	-1.7	5.3	-5.5	-2.5	1.09
COc1cc(NC(=O)C(F)(F)F)cc(OC)c1	-1.0	-5.0	1.09	-9.1	1.5	-5.5	-12.5	1.05
Cc1cc(NS(=O)(=O)c2ccc(NC(=O)/C=C/c3c(F)cccc3Cl)cc2)nc(C)n1	-2.7	-1.4	0.86	14.0	-0.4	-3.9	-15.4	1.01
CCC1CCCCN1S(=O)(=O)c1ccccc1 (stereo not given)	-3.5	0.1	1.14	-13.9	-5.7	3.5	8.0	0.999
Cc1c(N(C(=O)c2ccccn2)C2(C(=O)NC3CCCC3)CCCCC2)c(=O)n(-c2ccccc2)n1C	-8.9	-3.9	0.954	4.6	-3.8	-2.8	5.5	1.04
